NPSR antagonist = neuropeptide S receptor (human) antagonism, cAMP; CHO-NPSR cells, cAMP TR-FRET, antagonist mode; Potency, µM (highest dose often 38.3 µM), without a hit: at the highest dose activity change, negative = inhibition, hits mostly inhibitors; 220,000 compounds, 1% hits; AID 1461; note: potency is the fitted concentration of half-maximal effect; % is set by controls: 0 for no effect and ±100 for the full control effect; nearly all actives have a fitted effect of over 50% in size; many of its hits are not listed in these tables
Target sequence (Q6W5P4 whole entry, looked up): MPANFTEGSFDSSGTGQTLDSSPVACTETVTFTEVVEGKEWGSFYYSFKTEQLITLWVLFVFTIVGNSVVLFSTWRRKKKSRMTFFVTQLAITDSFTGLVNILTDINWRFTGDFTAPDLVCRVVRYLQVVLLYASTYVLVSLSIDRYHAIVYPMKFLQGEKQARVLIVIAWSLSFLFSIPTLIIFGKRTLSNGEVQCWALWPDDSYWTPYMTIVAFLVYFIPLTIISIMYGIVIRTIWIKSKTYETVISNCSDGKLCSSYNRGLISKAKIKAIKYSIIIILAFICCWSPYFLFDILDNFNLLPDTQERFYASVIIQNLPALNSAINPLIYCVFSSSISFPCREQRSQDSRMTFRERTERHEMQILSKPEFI
HttQ103 aggreg = inhibitors of mutant huntingtin aggregate formation in PC12 cells | AID 1688 | Potency, µM (highest dose often 46.1 µM), inactives show at the top dose activity change, negative = inhibition, actives largely listed as inhibitors | 220,000 compounds, 1.1% hits | PC12 HttQ103-GFP aggregates, Acumen cytometry, 40 h; note: potency is the fitted concentration of half-maximal effect; % is set by controls: 0 for no effect and ±100 for the full control effect; nearly all actives have a fitted effect of over 60% in size
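Read-out: GFP aggregate count by laser scanning cytometer (488 nm excitation, 500-530 nm emission, 1–25 µm objects >6 SD above background). Cells: PC12, inducible HTTex1-Q103-GFP, 100 nM tebufenozide; compounds titrated.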
IMPase Li cell = cell-permeable IMPase inhibitors with lithium potentiation. CHO-M1 cells, IP1 TR-FRET (IP-One), carbachol + lithium. Potency, µM (highest dose often 59.4 µM), for the others: at the top dose activity, negative = IMPase inhibition, most hits filed as inhibitors. 210,000 compounds, 0.35% hits. AID 1457;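 note: IP1 builds up when IMPase is blocked and the TR-FRET signal falls; potency is the fitted concentration of half-maximal effect; plate controls were basal vehicle for no effect and high inhibitor control for full effect; nearly all actives have a fitted effect of over 50% in size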
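Test compounds were applied to CHO-M1 cells previously cultured for 16–30 h at 2000 per well. A small lithium amount accompanied them; after 30 min at 37C, IP1 was quantified by TR-FRET.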
LMNA splice mod = changes lamin A minigene splicing in HeLa cells; 200,000 compounds, 0.01% hits; Potency, µM (doses to about 46.1 µM), for the others: top-dose ratio change, negative = inhibition, hits mostly inhibitors; AID 1487; HeLa LMNA splicing GFP/RFP minigene ratio, 48 h; active = well fitted inhibition curve with a large enough effect in the signal ratio, with a control signal flat, not every such curve was filed as active; inconclusive = small, poorly fitted or top-dose-only effect, or effect the other way, or a change in a side signal; the % refers to the signal ratio; note: potency is the fitted concentration of half-maximal effect; % is set by controls: 0 for no effect and ±100 for the full control effect
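Read-out is the ratio of GFP to DsRed2 object intensity, acquired by 488 nm laser-scanning cytometry on HeLa lamin A-EGFP minigene reporter cells. Compound incubation 48 hrs at 37 °C in Opti-MEM with 2% FBS; DMSO 0.5% final.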
CBFb RUNX1 block = CBF-beta/RUNX1 interaction disruption; Q01196+Q13951; AlphaScreen CBFb-His/RUNX1-biotin binding, biochemical; Potency, µM (highest dose often 59.8 µM), without a hit: at the top dose activity, negative = inhibition, most hits filed as inhibitors; 230,000 tested, under 10 active; note: % of control where 0% means no effect
Target sequence (Q01196 whole entry, looked up): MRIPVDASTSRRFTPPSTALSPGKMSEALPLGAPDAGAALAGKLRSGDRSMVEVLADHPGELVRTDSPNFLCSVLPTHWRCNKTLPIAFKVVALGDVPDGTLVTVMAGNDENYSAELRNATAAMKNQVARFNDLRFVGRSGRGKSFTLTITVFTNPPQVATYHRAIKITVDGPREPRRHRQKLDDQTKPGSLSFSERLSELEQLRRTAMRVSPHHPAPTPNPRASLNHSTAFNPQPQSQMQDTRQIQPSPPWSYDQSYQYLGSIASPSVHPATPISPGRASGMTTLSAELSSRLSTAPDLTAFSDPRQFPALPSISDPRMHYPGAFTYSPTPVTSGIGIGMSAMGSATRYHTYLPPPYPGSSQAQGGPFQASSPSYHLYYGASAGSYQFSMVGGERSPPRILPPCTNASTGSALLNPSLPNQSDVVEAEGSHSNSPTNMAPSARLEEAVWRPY
Target sequence (Q13951 whole entry, looked up): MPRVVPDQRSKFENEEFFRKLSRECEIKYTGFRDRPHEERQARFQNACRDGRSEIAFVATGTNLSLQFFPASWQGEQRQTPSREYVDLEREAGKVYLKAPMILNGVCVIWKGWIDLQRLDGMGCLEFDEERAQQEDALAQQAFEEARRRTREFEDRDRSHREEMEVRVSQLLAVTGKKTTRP
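AlphaScreen binding: CBFb-His and RUNX1-biotin (30 nM each) preincubated 20 min, compound added for 15 min, then nickel and streptavidin beads for 90 min, all at room temperature. Disruption of the interaction by any mechanism counts as activity.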
Epigenetic derep = epigenetic control regulation, reporter derepression; murine LDR cells, GFP reporter derepression, 30 h; Potency, µM (series often up to 53.9 µM), without a hit: at the highest dose GFP activation, hits mostly activators; 280,000 compounds, 0.2% hits; AID 1865; note: potency is the fitted concentration of half-maximal effect; % of control where 0% means no effect; nearly all actives have a fitted effect of over 60% in size
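Readout is the number of GFP-expressing murine LDR cells, counted by cytometry following washing. Cells were treated with compound for 30 h at 37 C; the stably integrated CMV-GFP locus is normally silent.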
KinaseGlo FLuc = counter-screen: inhibitors of Kinase-Glo firefly luciferase. Kinase-Glo luciferase, ATP luminescence, 8 min. Potency, µM (titrated, usually from 38.3 µM), inactives show at the highest dose activity change, negative = inhibition, actives largely listed as inhibitors. 200,000 compounds, 0.28% hits. AID 1379; note: potency is the fitted concentration of half-maximal effect; % is set by controls: 0 for no effect and ±100 for the full control effect; nearly all actives have a fitted effect of over 60% in size
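Inhibition of Kinase-Glo luciferase light generation was assessed at 10 uM ATP in pH 7.2 imidazole buffer, with luminescence measured after eight minutes at ambient temperature.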
* marks the source's active call; other numbers are inactive results; u = inconclusive; x = no result given; & = joins results of further samples; [ ] = another dose, or the depositor's remark. Unless noted, calls come from the whole dose curve; as a rule, active = well fitted curve in the direction sought with a large enough effect; inconclusive = small, poorly fitted or top-dose-only effect, or another doubt; inactive = no such curve, though single readings can be large; an effect the other way counts as inactive or inconclusive. The list is partial (hit frequency here may not be typical).

Every second line gives: NPSR antagonist, HttQ103 aggreg, IMPase Li cell, LMNA splice mod, CBFb RUNX1 block, Epigenetic derep, KinaseGlo FLuc
1	CC(=O)N[C@@H](C)C(=O)OC(C)C(=O)Nc1cccc([N+](=O)[O-])c1 (stereo partly drawn)
    15%, -17%, 5%, -11%[46 µM], 12%, -2.5%, 4%
2	COc1ccc(CC(NC(C)=O)C(=O)NC2CCN(c3c4c(nc5ncnn35)CCC4)CC2)cc1 (stereo not drawn)
    4%[46.1 µM], 7%, 10%[38.3 µM], u, 2%, -0.9%, -4%
3	CC(=O)N(/N=C1\Sc2ccccc2C1=O)c1ccccc1C
    -6%[46.1 µM], 16%, -2%[38.3 µM], 17%, u, 11%, -7%
4	O=C(Nc1ncn[nH]1)c1ccc(Cl)cc1Cl
    17%, 3%, -4%, 15%[9.22 µM], -17%, -0.1%, -5%
5	NC1=NC[C@H](Cc2ccc(O)cc2)N1CCc1cccc(F)c1
    8%, 35%[9.22 µM], x, x, -2%, 0.0%, x
6	O=C(Oc1cccc(N2C(=O)CCC2=O)c1)C1CC(=O)N(c2ccc(F)cc2)C1 (stereo not drawn)
    8%[46.1 µM], 0%, -15%[38.3 µM], 6%, -1%, -0.2%, -3%
7	OCC(O)/C=N/Nc1nc2ccccc2s1 (stereo not drawn)
    9%, -12%, -5%, x, 1%, 10%, 2%
8	O=C(COC(=O)Cn1c(C(F)(F)F)nc2ccccc21)Nc1ccc2c(c1)OCCO2
    -12%[46.1 µM], 1%, 23%[38.3 µM], 9%, 0%, -0.1%, 0%
9	CCCOC(=O)CN1C(=O)c2ccc(C(=O)OCCC)cc2C1=O
    -2%[46.1 µM], -3%, 1%[38.3 µM], u, 10%, -1.0%, 0%
10	CC(C)=CC(=O)N1CCC(N2CCC(C(=O)N3CCOCC3)CC2)CC1
    -9%, 2%[9.22 µM], 4%, u, -1%, -0.6%, 0%
11	CCOCCCn1c(=NC(C)=O)c(C(=O)OCC)cc2c(=O)n3ccccc3nc21
    -4%[46.1 µM], -5%, -1%, -8%, 5%, 0.0%, -3%
12	CC1CN(C(=O)N2c3ccccc3Sc3ccccc32)C(C)CC1=O (stereo not drawn)
    -26%[46.1 µM], -6%, 3%[38.3 µM], u, -6%, -0.2%, -5%
13	CCOc1ccc(OCC)c(NC(=O)Cn2cccc2)c1
    -11%[46.1 µM], u, -12%[38.3 µM], 0%, -11%, -4.5%, -6%
14	CCc1ccc(/C=C2/Sc3ccccc3N(CC(=O)NCCCOC)C2=O)cc1
    -32%, 5%, 14%, -6%[46 µM], 2%, u, -8%
15	COCCNC(=O)COc1ccc(Oc2ccccc2)cc1
    -3%[46.1 µM], 11%, -8%[38.3 µM], 8%, 0%, -1.9%, 6%
16	COc1ccc(C2(CNC(=O)c3cccc([N+](=O)[O-])c3)CCCCC2)cc1OC
    -9%, 12%, 1%, u, 10%, -0.1%, -2%
17	CC1CCCC(C(=O)O)N1C(=O)CCS (stereo not drawn)
    -2%[46.1 µM], -10%, -19%[38.3 µM], 1%, 3%, 0.0%, 0%
18	COc1nc(OCCNC(C)=O)nc(N(C)C)n1
    0%[46.1 µM], 12%, -25%[38.3 µM], -7%, 6%, -1.1%, -3%
19	COc1ccc(Cn2c(=O)sc3ccccc32)cc1
    -20%[46.1 µM], -6%, 33%[activator][38.3 µM], 8%, 21%, 1.4%, -2%
20	CCNc1c2c(nc3ccccc13)CC(C)(C)CC2=O
    0%[46.1 µM], 4%, 23%, -9%, 26%, -1.2%, 4%
21	Cc1c(NC(=O)C2CCN(S(=O)(=O)c3ccc(Cl)cc3)CC2)c(=O)n(-c2ccccc2)n1C
    1%[46.1 µM], 12%, 3%[38.3 µM], 10%, 2%, 0.0%, 2%
22	CCOc1cc(/C=N/NC(=O)COc2cccc(C)c2)ccc1OC(=O)c1cccs1
    -20%[46.1 µM], 6%, 12%[38.3 µM], -17%, 0%, 6.8%, -2%
23	CCOC(=O)c1c(NC(=O)COc2ccccc2)sc2c1CC(C)(C)NC2(C)C
    -1%, 17%, 7%, -6%[46 µM], -4%, 1.1%, 1%
24	C/C(=N\Nc1ccc(Cl)c(C(=O)O)c1)c1cccs1
    5%, 12%[9.22 µM], x, x, -21%, 0.0%, x
25	O=C(O)Cn1ccc2ccccc21
    17%, -16%[9.22 µM], x, x, 5%, -1.1%, x
26	COC(=O)c1cn(NC(=O)C2CCCCC2)c(=O)c2ccccc12
    -11%[46.1 µM], 7%, -3%[38.3 µM], 4%, -10%, 0.0%, 7%
27	COc1ccc2[nH]c(C)c(CCNC(=S)Nc3cccc(C)c3)c2c1
    -30%, u, 17%, u, 1%, 0.1%, -2%
28	CCC(c1nnnn1CC1CCCO1)N(CCN1CCOCC1)Cc1cc2cc(C)ccc2[nH]c1=O (stereo not drawn)
    -5%[46.1 µM], 8%, 4%[38.3 µM], -2%, 2%, -2.5%, -7%
29	Cc1ccc(NC2CC(=O)N(c3ccc(N4CCCCC4)cc3)C2=O)cc1 (stereo not drawn)
    -10%[46.1 µM], 11%, 3%[38.3 µM], -6%, -10%, -0.1%, 0%
30	COc1ccc(C2C(C(=O)O)c3ccccc3C(=O)N2C)cc1Br (stereo not drawn)
    -10%[46.1 µM], -4%, 19%[38.3 µM], 11%, 4%, -1.0%, 5%
31	CC(=O)c1c(C)[nH]c(C(=O)CSc2ccc(F)cc2)c1C
    0%[7.67 µM], -12%[9.22 µM], x, x, 4%, 0.0%, x
32	CCNC(=O)COC(=O)C1CCC(=O)N(c2ccc(OC)cc2)C1c1ccc(OC)cc1 (stereo not drawn)
    -10%[46.1 µM], 10%, 55%[activator][38.3 µM], 13%, 12%, -1.3%, -1%
33	C=CCn1c(CCCOc2ccc(Cl)cc2Cl)n[nH]c1=S
    -48%, u, 7%, u, -6%, 0.0%, -2%
34	Cc1snc(S(=O)(=O)Cc2c(Cl)cccc2Cl)c1C#N
    -6%[46.1 µM], 23%, 9%[38.3 µM], 1%, 11%, -1.1%, -5%
35	CCOC(=O)c1cnc(SC)nc1Sc1ccccc1
    -3%[46.1 µM], 18%, 32%[activator][38.3 µM], 8%, 20%, 6.5%, -5%
36	Cc1nc(N=Nc2ccc(S(=O)(=O)O)cc2S(=O)(=O)O)c(COP(=O)(O)O)c(C=O)c1O
    -2%[46.1 µM], x, -3%&-2%&-7%, -16%, u, 1.1%&0.0%&-2.7%, -4%&-10%
37	O=C(Nc1cccc(F)c1)c1ccccc1-c1ccccc1
    -7%[46.1 µM], u, x, -6%, 5%, -0.9%, x
38	CCc1cc2ccccc2nc1SCC(=O)Nc1cc(C)on1
    -4%[46.1 µM], 4%, 10µM*, 6%, -1%, 1.0%, -4%
39	CC1CCOC2(O1)C(=O)N(CN1CCN(c3ccccc3F)CC1)c1ccccc12 (stereo not drawn)
    -1%[46.1 µM], -7%, -9%[38.3 µM], 14%, 3%, -0.4%, 3%
40	COn1c(-c2ccc(Cl)cc2Cl)nc2ncccc21
    -6%, -12%, 3%, -15%[46 µM], -11%, -0.5%, -3%
41	O=C(N/N=C/C=C/c1ccc(Br)cc1)C(O)c1ccccc1 (stereo not drawn)
    0%, 2%, 4%, -6%, 3%, 3.0%, 1%
42	CCOc1ccc(N2C(=O)/C(=C\c3ccc(O)c(OC)c3)S(=O)(=O)C2c2cccc([N+](=O)[O-])c2)cc1 (stereo not drawn)
    -35%, 3%, 8%, 11%[9.22 µM], -1%, 1.4%, 3%
43	CCOC(=O)Cc1csc(NC(=O)c2ccc(Br)s2)n1
    28%[46.1 µM], 2%, -11%[38.3 µM], u, -10%, 5.6%, -6%
44	COc1cc(C2c3c(-c4cc(C)cc(C)c4O)n[nH]c3C(=O)N2CCCO)cc(OC)c1OC (stereo not drawn)
    u, 33%, -1%[38.3 µM], u, -3%, -0.3%, -4%
45	Nc1nnc(CCS(=O)(=O)c2ccc(Cl)cc2)s1
    -2%[46.1 µM], 0%, 12%[38.3 µM], -2%, 4%, -1.0%, 3%

Gathered by group: the compounds so far containing a Cl atom (seven)
Every second line gives: NPSR antagonist, HttQ103 aggreg, IMPase Li cell, LMNA splice mod, CBFb RUNX1 block, Epigenetic derep, KinaseGlo FLuc
4	O=C(Nc1ncn[nH]1)c1ccc(Cl)cc1Cl
    17%, 3%, -4%, 15%[9.22 µM], -17%, -0.1%, -5%
21	Cc1c(NC(=O)C2CCN(S(=O)(=O)c3ccc(Cl)cc3)CC2)c(=O)n(-c2ccccc2)n1C
    1%[46.1 µM], 12%, 3%[38.3 µM], 10%, 2%, 0.0%, 2%
24	C/C(=N\Nc1ccc(Cl)c(C(=O)O)c1)c1cccs1
    5%, 12%[9.22 µM], x, x, -21%, 0.0%, x
33	C=CCn1c(CCCOc2ccc(Cl)cc2Cl)n[nH]c1=S
    -48%, u, 7%, u, -6%, 0.0%, -2%
34	Cc1snc(S(=O)(=O)Cc2c(Cl)cccc2Cl)c1C#N
    -6%[46.1 µM], 23%, 9%[38.3 µM], 1%, 11%, -1.1%, -5%
40	COn1c(-c2ccc(Cl)cc2Cl)nc2ncccc21
    -6%, -12%, 3%, -15%[46 µM], -11%, -0.5%, -3%
45	Nc1nnc(CCS(=O)(=O)c2ccc(Cl)cc2)s1
    -2%[46.1 µM], 0%, 12%[38.3 µM], -2%, 4%, -1.0%, 3%

Screens as filed in PubChem BioAssay.
